hcGAS inh = Primary biochemical luminescence assay for human cyclic GMP-AMP synthase inhibitors | Q8N884 | recombinant h-cGAS, ATP depletion, Kinase-Glo luminescence | inhibition, % at 12.5 µM | 0.081% of 290,000 active | AID 1259398, 2018;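 further: 0% = vehicle reaction and 100% = reaction without DNA for no activity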
Target sequence (Q8N884 whole entry, looked up): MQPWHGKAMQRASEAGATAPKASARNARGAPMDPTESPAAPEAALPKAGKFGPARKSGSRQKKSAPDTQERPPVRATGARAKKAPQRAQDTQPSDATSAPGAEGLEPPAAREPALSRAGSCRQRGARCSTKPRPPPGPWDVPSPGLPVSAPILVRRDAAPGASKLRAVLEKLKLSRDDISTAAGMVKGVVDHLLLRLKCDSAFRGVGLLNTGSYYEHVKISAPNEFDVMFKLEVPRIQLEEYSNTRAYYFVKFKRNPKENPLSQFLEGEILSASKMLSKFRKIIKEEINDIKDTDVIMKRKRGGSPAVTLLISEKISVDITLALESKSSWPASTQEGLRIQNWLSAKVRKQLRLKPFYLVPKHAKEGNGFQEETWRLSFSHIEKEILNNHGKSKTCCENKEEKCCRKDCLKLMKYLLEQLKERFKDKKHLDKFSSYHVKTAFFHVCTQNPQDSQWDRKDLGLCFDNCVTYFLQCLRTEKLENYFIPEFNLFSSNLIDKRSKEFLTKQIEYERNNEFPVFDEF
mcGAS inh = cyclic GMP-AMP synthase inhibitors, mouse, primary biochemical chemiluminescence. Q8C6L5. recombinant cGAS, Kinase-Glo ATP depletion luminescence. inhibition, % at 12.5 µM. 0.15% of 160,000 active;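 further: 0% = negative control wells and 100% = reference inhibitor with no enzyme activity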
NPYLR7 ag = agonists of mosquito NPYLR7 receptor, primary screen, cell-based, Aedes aegypti, calcium fluorescence, mosquito biting behavior. Aedes aegypti neuropeptide Y-like receptor 7 (NPYLR7). HEK293T NPYLR7/Galpha15, GCaMP6s calcium fluorescence. activation, % at 10 µM. 0.15% of 270,000 active. AID 1259423, 2018; in the data active means activation above about 40%;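 further: 0% = vehicle and 100% = reference agonist at the receptor; some compounds past the cut are filed as inactive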
An asterisk follows results filed as active; . = not tested or not shown. Unless noted, no stated cut-off is given here; in the data, active means inhibition above about 40%; inactive means the rest.

Structure	hcGAS inh	mcGAS inh	NPYLR7 ag
CCOc1ccc(NC(=O)N2CCC(CCc3ccc(C(F)(F)F)cc3)CC2)cc1	-4	-8	1
N#Cc1ncn(Cc2nnnn2-c2ccc(Cl)cc2C(F)(F)F)n1	-1	.	4
COc1ccc(-n2nnnc2CNC(=O)Cc2ccccc2)cc1	2	-1	-4
CCc1nc2c(OC)cccn2c1N(C)C(=O)C1CC1	-1	-4	4
O=C(C1CC=CC1)N1CCC(C2CCNC2)CC1 (centres undefined)	4	-2	.
Cc1nc(N(C)CCC(O)c2ccccc2)c2ccsc2n1 (centres undefined)	-2	-1	2
O=C(CCn1nnc2ccccc21)N1CCCC(c2ccn[nH]2)C1 (centres undefined)	-1	-8	-6
O=C(c1ccc(F)cc1F)N1CCN(C(C(=O)N2CCSCC2)C2CCCC2)CC1 (centres undefined)	-4	-4	-2
CN(C)CCNC(=O)CCN1C(=O)CSC1c1ccccc1F (centres undefined)	-1	1	1
O=C(CCSc1ccccc1)NCc1ccc(N2CCCC2=O)cc1	-12	.	12
CCOC(=O)c1nc2cc(C)c(C)cc2nc1N1CCN(C(=O)c2ccc(N(C)C)cc2)CC1	-8	-5	.
CCOc1ccc(C2=NC(=Cc3cccc(OC)c3OC)C(=O)O2)cc1	-5	.	0

Further compounds
Structure	hcGAS inh	mcGAS inh	NPYLR7 ag
CC(C)SC(NC(=O)OCc1ccccc1)C(=O)N1CCC2(CC1)OCCCO2 (centres undefined)	-6	-4	-15
CC(=O)N1CCc2c(sc(NC(=O)CCOc3ccccc3)c2-c2nc3ccccc3s2)C1	-2	.	3
CC(NC(=O)c1cc(-c2ccccc2Cl)nc2ccccc12)c1ccccc1 (centres undefined)	-8	-8	0
Cc1sc(=O)n(CCC(=O)Nc2cc(Cl)c(Cl)cn2)c1C	4	.	2
CCOCCCn1c(SCC(N)=O)nc2sc(C)c(C)c2c1=O	-4	-5	3
Cc1cccc(N=Nc2c(O)[nH]c3c(I)cccc23)c1	-3	.	0
CN1CC2(CCCN(C(=O)c3ccc(Cn4ccnc4)o3)C2)OC1=O (centres undefined)	-5	.	4
COc1ccccc1Cn1c(C)c(C(=O)Nc2ccc(OC)c(OC)c2)sc1=O	-5	.	13
Cc1ccc(CN(Cc2nc3cc(C)ccc3o2)C(=O)C2C[C@@H]2c2ccccc2)cc1 (some centres undefined)	3	3	1
CCOc1ccc(OCC(=O)N2CCN(c3ncnc4c3nnn4-c3ccccc3)CC2)cc1	-4	-9	-13
O=C(Cn1cnc2ccccc2c1=O)NCc1cccnc1	-16	-6	15
Cc1ccc(-c2cn[nH]c2C2CCCN(C(=O)C3(Cn4ccnc4)CC3)C2)cc1 (centres undefined)	-5	-9	4

Later entries:
Structure	hcGAS inh	mcGAS inh	NPYLR7 ag
CC(C)=CC(=O)N1CCN(c2c(-c3ccccc3)cnc3ncnn23)CC1	0	-5	27
O=C1C(=Cc2ccc(F)cc2F)SC(=S)N1CCCN1CCOCC1	-11	.	6
CC(C(=O)N1CCC(C(N)=O)CC1)N1CC2C(C1)C2(C)C (centres undefined)	-7	-17	7
CCN(CC)c1ccc(CNC(=O)NCC2CCOC2)cc1F (centres undefined)	4	.	2
O=c1oc2c(Cl)cc(Cl)cc2cc1-c1nnc(-c2cccc(F)c2)o1	-4	-5	3
O=C(CCn1ccc(=O)[nH]c1=O)N1CC(c2ccccn2)C1	-8	-20	17
CCOC(=O)C(C)n1cnc2sc3c(c2c1=O)CCC3 (centres undefined)	-7	-2	14
COc1ccccc1OCCSc1nc2ccccc2n1CCOc1ccc(C)cc1	-4	-5	-3
COc1cccc(C(=O)CSc2nnc(-c3ccccc3Cl)n2-c2ccccc2C)c1	-2	-9	2
CCN1C(=O)NC(c2ccc([N+](=O)[O-])cc2)C(C(=O)OCCc2ccccc2)=C1C (centres undefined)	-2	-4	-1
Cc1c(C(=O)N2CCN(C(=O)C3CC3)CC2)cc(-c2ccccc2)n1-c1ccccc1Cl	-7	-5	-5
CSc1nsc(NC(=O)N2CCCC2)n1	-10	-11	1

Reformatted with values under each structure: entries from further up
Results follow in this order: hcGAS inh	mcGAS inh	NPYLR7 ag
> CCOC(=O)C(C)n1cnc2sc3c(c2c1=O)CCC3 (centres undefined)
  -7	-2	14
> COc1ccccc1OCCSc1nc2ccccc2n1CCOc1ccc(C)cc1
  -4	-5	-3
> COc1cccc(C(=O)CSc2nnc(-c3ccccc3Cl)n2-c2ccccc2C)c1
  -2	-9	2
> CCN1C(=O)NC(c2ccc([N+](=O)[O-])cc2)C(C(=O)OCCc2ccccc2)=C1C (centres undefined)
  -2	-4	-1
> Cc1c(C(=O)N2CCN(C(=O)C3CC3)CC2)cc(-c2ccccc2)n1-c1ccccc1Cl
  -7	-5	-5
> CSc1nsc(NC(=O)N2CCCC2)n1
  -10	-11	1

(listing goes on)
Structure	hcGAS inh	mcGAS inh	NPYLR7 ag
CCOc1ccccc1N1CCN(C(=O)COc2ccc(Cl)cc2)C(C)C1=O (centres undefined)	2	-2	10
CCN(CC)CCN(Cc1cccs1)C(=O)Nc1cc2c(cc1Cl)OCCO2	-8	.	4
Cc1ccc(-c2noc(N3CCCC3)c2CN(C(=O)C2CCCC2)C(C)C)cc1	-6	-6	16
CCOC(=O)N1CCN(C(=O)CC(c2ccc(F)cc2)c2cn(CC)c3ccccc23)CC1 (centres undefined)	-2	-3	3
COC(=O)[C@]1(Cc2ccccc2)N[C@H](c2cncn2C)[C@@H]2C(=O)N(C)C(=O)[C@@H]21	-4	.	8
CCOc1ccc(CC(=O)NNC(=O)c2ccc(=O)n(Cc3ccc(Cl)cc3)c2)cc1	-10	-9	-14
COc1ccc(OC)c(-n2c(CNC(=O)c3ccco3)nnc2SCC(=O)Nc2nc3ccccc3s2)c1	-3	-6	7
CC(C(=O)Nc1cccc(S(N)(=O)=O)c1)N1CCC(N2CC=CC2)CC1 (centres undefined)	-6	.	8
COCCN=c1scc(-c2ccc(F)cc2)n1N=Cc1c(OC)cc(OC)cc1OC	-3	.	7
Cn1cnc2c1c(=O)n(CC(=O)N1CCCC1c1cccs1)c(=O)n2C (centres undefined)	-7	.	10
COc1ccc(S(=O)(=O)NCCCN2CCOCC2)cc1N1CCN(C(=O)C2(c3ccc(Cl)cc3)CCCC2)CC1	-3	-5	15
Cc1ccc(Nc2ccc(N3CCN(C(=O)c4cccc([N+](=O)[O-])c4)CC3)nn2)cc1	-4	-7	2

Carrying on.
Structure	hcGAS inh	mcGAS inh	NPYLR7 ag
CCOC(=O)c1nn(Cc2cccc(OC)c2)c2c1CN(C(=O)c1[nH]c(C)cc1C)CC2	-11	-5	15
CCCC1(c2ccccc2)NC(=O)N(Cc2cc3c(cc2Br)OCO3)C1=O (centres undefined)	5	-2	1
O=C(CCC(=O)N1CCc2c([nH]c3ccccc23)C1)N1CCC(O)(c2ccccc2)CC1	-4	.	-6
Cc1nn(-c2ccccc2)c(C)c1NC(=O)Cn1nc(-c2ccccc2)oc1=O	-8	.	6
Cc1ccccc1Cn1ccnc1CNCC(C)C	0	-3	-2
CN(Cc1nc2ccccc2c(=O)[nH]1)C(=O)c1ccc(F)cc1	3	-2	-9
COCC(=O)N1N=C(c2cccc(NS(C)(=O)=O)c2)CC1c1ccco1 (centres undefined)	-7	-6	.
CC(NC(=O)c1ccc2c(c1)CC(C)N2S(C)(=O)=O)c1ccc(Cl)c(Cl)c1 (centres undefined)	-11	.	-1
COCC(=O)Nn1ccc2c(nnc3c(-c4ccc(Cl)cc4)cnn32)c1=O	-9	.	1
O=S(=O)(c1ccc(Cl)cc1)N1CCN(c2nc3nccc(-c4cccc(C(F)(F)F)c4)n3n2)CC1	-5	-4	14
CC(C)Oc1cccc(-c2ccc(N)nc2)c1	-4	.	2
COc1cccc2cc(-c3nnc(Nc4ccc(Oc5ccccc5)cc4)s3)c(=O)oc12	-5	-2	-6

Continuation:
Structure	hcGAS inh	mcGAS inh	NPYLR7 ag
CCOC(=O)c1c(NC(=O)C23CC4CC(CC(C4)C2)C3)sc(C(=O)Nc2cccc(OC)c2)c1C	-4	-3	-6
CCC(=O)Nc1cccc(C(=O)N2C[C@]3(C)C[C@H]2CC(C)(C)C3)c1	1	.	-1
CCN(Cc1cc(C)c(OCc2cccc(C)c2)c(C)c1)C(=O)C1COCCO1 (centres undefined)	-4	-11	-4
COc1cc(C=C2C(=O)Nc3ccc(Cl)cc32)cc(Cl)c1OC(F)F	-4	-5	9
O=C(NCCn1cccc1)c1ccc(Cl)c(F)c1	-5	.	30
CC(c1ccc(Cl)cc1)N(C)C(=O)Nc1ccc(-c2nnnn2C2CC2)cc1 (centres undefined)	-5	-5	8
COc1ccc(CN2CCN(Cc3cccn3-c3cccnc3)CC2CCO)cc1C (centres undefined)	-5	-10	10
CCCn1c(=O)c2[nH]c(-c3ccc(S(=O)(=O)O)cc3)nc2n(CCC)c1=O	1	-3	6
CSc1ccc(CN2CCC2(C)C(=O)NC2CCc3ccccc32)cc1 (centres undefined)	-5	.	-5
CNc1ncc(CN(C)C(=O)c2cn[nH]n2)cn1	2	.	-2
CCSC1=C(C#N)C2(CCCC2)C(C#N)C(=O)N1 (centres undefined)	-3	-5	0
COc1ccc(C2c3cccn3CCCN2Cc2ccc(F)c(Cl)c2)cc1 (centres undefined)	-5	.	4

Next records follow.
Structure	hcGAS inh	mcGAS inh	NPYLR7 ag
O=C(NCCc1ccccc1)C1CC=CCC1C(=O)N1CCc2c([nH]c3ccccc23)C1 (centres undefined)	0	1	-11
COc1cccc(CN(C)C(=O)C2(c3ccc(Cl)cc3)CCCC2)c1	2	.	12
CCOC(=O)c1sc(=NC(=O)c2cc(Cl)sc2Cl)n(C)c1C	-9	.	1
COCCNC(=O)c1ccc(CSc2nc(COC)cc(N3CCN(c4ccc(OC)cc4)CC3)n2)o1	-5	-5	4
O=C(NCCc1cccc(Cl)c1)N1CCN(S(=O)(=O)c2ccccc2F)CC1	-6	.	3
COc1ccc(C2c3cccn3-c3ccccc3N2C(=O)CN(C(=O)Nc2ccc(C)c(C)c2)C2CC2)cc1 (centres undefined)	-4	-4	13
C=CCN1CCN(c2ccc(-c3ccccc3)cc2)C(=O)C1C (centres undefined)	1	.	0
COc1ncccc1C(=O)NCc1ccc(N2CCCC2)cc1	-2	.	-2
Cc1ccc(-n2cc(S(=O)(=O)NC3CC(=O)N(C(C)C)C3=O)cn2)cc1 (centres undefined)	-10	.	1
Cc1ccc(-n2c(SC(C)c3ccccc3)nc3c(c2=O)SCC3)cc1 (centres undefined)	-8	.	-1
COc1ccccc1-n1c(Cc2ccccc2)nnc1SCc1nc(C(=O)N2CC(C)OC(C)C2)cs1 (centres undefined)	5	0	-15
CC(=O)Nc1ncc2c(n1)CCNC2=O	1	.	4

Next structures follow.
Structure	hcGAS inh	mcGAS inh	NPYLR7 ag
O=C(Nc1ccc(-c2noc(-c3cccc(Br)c3)n2)cc1)c1cccc(Br)c1	-2	.	-6
C#CCN(CC=C)CCC(=O)N1CCCC(C)C1 (centres undefined)	-9	.	2
O=C(CCNC(=O)C1CC(c2ccc3c(c2)OCO3)=NO1)NCc1ccco1 (centres undefined)	-6	-8	0
CCc1nc2ccc(C(=O)NC3CCN(C)CC3)cn2c1N(CC)CCOC	-6	-3	-6
CSc1ccc(C(=O)N(CCC#N)c2ccc(C)cc2)o1	-8	-14	-3
O=S(=O)(c1ccc(F)cc1)N1CCC(Cc2ccc(C(F)(F)F)cc2)CC1	-7	-7	3
COc1ccc(CC(=O)N(Cc2nc3cc(C)ccc3o2)Cc2ccccc2Cl)cc1	-7	5	21
CN(Cc1cc(-c2ccccc2)no1)Cc1ccc(C2CCCO2)s1 (centres undefined)	2	.	-1
Cc1c(-c2ccc3c(c2)OC(C(=O)NCCN(C)C)O3)oc2ccccc2c1=O (centres undefined)	-3	.	3
O=C(NCc1ccco1)C1COC2(CCCCC2)N1C(=O)c1cccc([N+](=O)[O-])c1 (centres undefined)	-7	-5	-2
Cc1cccc(-n2nc(-c3ccc([N+](=O)[O-])cc3)cc2C(=O)NC2CCN(Cc3ccccc3)CC2)c1	-5	-4	2
CN(c1c(C#N)c(=O)n(C)c(=O)n1C)C(c1ccc(F)cc1)C1CC1 (centres undefined)	-9	-14	0

Record cards (already shown). Values in the order: hcGAS inh | mcGAS inh | NPYLR7 ag
O=C(NCc1ccco1)C1COC2(CCCCC2)N1C(=O)c1cccc([N+](=O)[O-])c1 (centres undefined) reads -7 | -5 | -2
Cc1cccc(-n2nc(-c3ccc([N+](=O)[O-])cc3)cc2C(=O)NC2CCN(Cc3ccccc3)CC2)c1 reads -5 | -4 | 2
Cc1c(-c2ccc3c(c2)OC(C(=O)NCCN(C)C)O3)oc2ccccc2c1=O (centres undefined) reads -3 | . | 3

Next records follow:
Structure	hcGAS inh	mcGAS inh	NPYLR7 ag
COc1nc(-c2ccc(Cl)c(Cl)c2)n(-c2ccc(NC(C)=O)cc2)n1	-3	-4	6
CCc1ccc(-n2c(C)c(C)n3c4c(=O)[nH]c(=O)n(C)c4nc23)cc1	-2	-6	3
O=C(NCC(c1cccs1)N1CCCC1)NC1CCCCC1 (centres undefined)	-2	-1	-1
CCOc1cccc(N2CCN(C(=O)Cc3ccccc3)C(C)C2=O)c1 (centres undefined)	-5	-7	32

Bioassay records: PubChem, Fisher Drug Discovery Resource Center
